RXFP1 ag – activates the human relaxin receptor RXFP1 | Q9HBX9 | HEK293T-RXFP1 cAMP TR-FRET, 30 min; response scale: percent of porcine relaxin response, buffer zero | Potency, µM (highest dose often 57.5 µM), for the others: top-dose activation, actives largely listed as activators | actives 0.3% (n = 370,000); also: potency is read from the fitted curve at half-maximal effect; % is scaled to controls: 0 for no effect and ±100 for the full control effect; nearly all actives have a fitted effect of over 60% in size; many of its hits are not listed in these tables
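Agonist response is measured as cAMP accumulation in an RXFP1-transfected HEK293T line under PDE4 inhibition. Values are scaled between buffer-only and 29 nM porcine relaxin, and EC50s come from standard Hill equation fits.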
LDHA inh – blocks human lactate dehydrogenase A. P00338. purified LDHA, NADH/diaphorase-resazurin fluorescence; hits give low values. activity change, % (values are at about 110 or 230 µM). actives 0.15% (n = 480,000). AID 1347041; in the data active = activity change below about -30%; inconclusive = mostly about -25% to -30%;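 also: plate controls were DMSO wells for no effect and wells without enzyme for full effect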
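Human LDH5 at 2 nM final in Tris HCl pH 7.4 with 0.06 mM NADH and 0.2 mM pyruvate, reacted 5 minutes at room temperature. Remaining NADH coupled via diaphorase/resazurin; resorufin fluorescence read at 0 and 20 minutes, normalized to enzyme-free and DMSO wells.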
PI4K2A inh – blocks human PI4K2A kinase activity; Q9BTU6; purified PI4K2A, ADP-Glo luminescence, 1 h; hits give low values; activity change, negative = inhibition, % at 76.9 µM; actives 0.13% (n = 420,000); AID 1346378; in the data active = activity change below about -50%; inconclusive = mostly about -30% to -49%;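 also: -100% = wells without enzyme as full effect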
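Compounds are screened against recombinant PI4K2A using PI as substrate and ATP, the latter dispensed at 300 microM. Reactions run one hour at ambient temperature before ADP-Glo detection; full inhibition defined by wells lacking enzyme.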
Vif-A3F inh – inhibitors of Vif-A3F interaction | HeLa A3F-eYFP + Vif (tagged APOBEC3F with the HIV-1 protein that degrades it), YFP fluorescence increase | Potency, µM (top dose mostly 46.1 µM), for inactives: top-dose activity, negative = active | actives 0.2% (n = 390,000) | AID 602313; also: potency is read from the fitted curve at half-maximal effect; % of control where 0% means no effect; nearly all actives have a fitted effect of over 65% in size
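HeLa cells stably expressing A3F-eYFP plus Vif, plated and incubated overnight at 37 deg C, then exposed to compounds overnight at 37 deg C. Blocked degradation read as raised yellow fluorescence (Ex 488/Em 500-530).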
Vif-A3G inh – blocks the Vif interaction with human APOBEC3G. Q9HC16. HeLa A3G-eYFP + Vif (tagged APOBEC3G with the HIV-1 protein that degrades it), YFP fluorescence, overnight. Potency, µM (top dose mostly 46.1 µM), inactives show at the highest dose activity, negative = active, actives largely listed as inhibitors. actives 0.076% (n = 410,000). AID 602310;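 also: potency is read from the fitted curve at half-maximal effect; % is scaled to controls: 0 for no effect and ±100 for the full control effect; nearly all actives have a fitted effect of over 60% in size; hits raise eYFP signal because A3G escapes Vif-driven loss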
Target sequence (Q9HC16 whole entry, looked up): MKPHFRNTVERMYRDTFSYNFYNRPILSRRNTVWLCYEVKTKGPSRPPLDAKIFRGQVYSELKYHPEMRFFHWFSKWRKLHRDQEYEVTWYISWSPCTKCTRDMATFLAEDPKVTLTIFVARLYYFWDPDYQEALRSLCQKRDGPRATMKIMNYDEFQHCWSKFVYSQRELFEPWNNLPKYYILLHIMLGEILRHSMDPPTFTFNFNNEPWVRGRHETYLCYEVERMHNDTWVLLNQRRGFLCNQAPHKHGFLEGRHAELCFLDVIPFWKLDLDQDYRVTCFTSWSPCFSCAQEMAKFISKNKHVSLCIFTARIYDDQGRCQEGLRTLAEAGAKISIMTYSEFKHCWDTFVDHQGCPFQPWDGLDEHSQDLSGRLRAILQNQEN
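HeLa cells stably expressing Vif and C-terminally eYFP-tagged A3G, seeded overnight at 37 deg C, then exposed to compound by pintool overnight at 37 deg C. Rise in yellow fluorescence (Ex 488/Em 500-530, Acumen) marks blocked Vif-driven A3G degradation.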
IDH1 R132H inh – blocks human mutant IDH1 R132H enzyme | O75874 | IDH1-R132H enzyme, NADPH consumption, diaphorase/resazurin fluorescence | Potency, µM (highest dose often 76.6 µM), for the others: at the top dose activity change, negative = inhibition, actives largely listed as inhibitors | actives 0.093% (n = 390,000) | AID 602179; also: potency is read from the fitted curve at half-maximal effect; % is scaled to controls: 0 for no effect and ±100 for the full control effect; nearly all actives have a fitted effect of over 65% in size
Target sequence (O75874 whole entry R132H, stated change not applied): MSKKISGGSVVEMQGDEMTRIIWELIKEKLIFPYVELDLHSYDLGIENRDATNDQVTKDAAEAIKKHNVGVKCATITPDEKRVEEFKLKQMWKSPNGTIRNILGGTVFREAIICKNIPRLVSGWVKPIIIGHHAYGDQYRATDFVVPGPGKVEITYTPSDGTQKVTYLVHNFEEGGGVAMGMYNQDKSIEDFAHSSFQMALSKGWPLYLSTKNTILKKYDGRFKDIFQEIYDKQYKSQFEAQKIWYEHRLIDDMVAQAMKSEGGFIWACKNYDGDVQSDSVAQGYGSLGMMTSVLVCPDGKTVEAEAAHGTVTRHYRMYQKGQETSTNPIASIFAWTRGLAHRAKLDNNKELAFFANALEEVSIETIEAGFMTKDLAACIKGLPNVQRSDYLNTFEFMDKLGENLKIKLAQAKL
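IDH1-R132H (0.5 ug/mL) preincubated 30 min with compound, then NADPH (0.016 mM) and alpha-KG (2 mM) added; 80 min at RT, pH 7.5. Remaining NADPH coupled via diaphorase/resazurin to fluorescence (540/590 nm); concentration-response curves normalized to no-enzyme control.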
USP1-UAF1 inh – inhibitors of human USP1/UAF1 deubiquitinase | O94782 | recombinant USP1/UAF1, Ub-Rhodamine cleavage fluorescence | Potency, µM (titrated, usually from 57.1 µM), inactives show top-dose activity change, negative = inhibition, usual class: inhibitors | actives 0.23% (n = 390,000) | AID 743255; also: potency is read from the fitted curve at half-maximal effect; % is scaled to controls: 0 for no effect and ±100 for the full control effect; nearly all actives have a fitted effect of over 60% in size; inactives centre near -12
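High-throughput fluorogenic screen: 1nM USP1/UAF1 complex, Ub-Rho substrate 150nM final, 50mM HEPES pH 7.8 with 0.5mM EDTA, 0.1 mg/ml BSA, 1mM TCEP and 0.01% Tween-20.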
TrxR1 substrate – substrates of rat thioredoxin reductase 1; O89049; purified TrxR1 substrate turnover, NADPH consumption readout; Potency, µM (top dose mostly 114 µM), for the others: top-dose activity change, negative = substrate turnover; actives 0.01% (n = 390,000); also: potency is read from the fitted curve at half-maximal effect; % is scaled to controls: 0 for no effect and ±100 for the full control effect; nearly all actives have a fitted effect of over 50% in size
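Rat TrxR1, dispensed at 90 nM, was prereduced with 400 uM NADPH (final) for 5 min at ~22 deg C, then incubated with compound 15 min before 400 uM selenite. A first-read NADPH fluorescence drop versus no-compound background flagged substrates.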
GRP78 ERSR act – inducers of ER stress response in human glioma cells. AID 602332. Potency, µM, inactives show at the highest dose activation, hits mostly activators. actives 0.02% (n = 420,000). U87-MG GRP78 promoter luciferase reporter, 16 h; also: potency is read from the fitted curve at half-maximal effect; series mostly up to about 76 µM; % of control where 0% means no effect; nearly all actives have a fitted effect of over 35% in size
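ERSR induction read as luciferase luminescence (Bright-Glo, 10 min at room temperature) in stably transfected human U87-MG glioma cells exposed to compounds for 16 h, using GRP78 as sensor.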
* marks the source's active call; other numbers are inactive results; ? = inconclusive; · = no result given; [ ] = dose if it differs, or a comment. Unless noted, calls follow the shape of the dose curve; as a rule, active = well fitted curve in the direction sought with a large enough effect; inconclusive = small, poorly fitted or top-dose-only effect, or another doubt; inactive = no such curve, though single readings can be large; an effect the other way counts as inactive or inconclusive. Some of the compounds tested. The share of hits here may be higher or lower than overall.

SMILES | RXFP1 ag | LDHA inh | PI4K2A inh | Vif-A3F inh | Vif-A3G inh | IDH1 R132H inh | USP1-UAF1 inh | TrxR1 substrate | GRP78 ERSR act
Cc1ccc(Cl)cc1NC(=O)C1CCCN(S(=O)(=O)c2c(C)noc2C)C1 (stereo not drawn) | 0.6% | -1 | 9 | 3% | 2% | 12% | -16% | -2% | -5%
O=C(Cn1nnc2ccccc2c1=O)Nc1cc(C(F)(F)F)ccc1N1CCOCC1 | 0.2% | -1 | -1 | 4% | -1% | 0% | -4% | 7%[57.1 µM] | 1%
C#CCCCCCCC#CCN(C)C | 1.3% | -22 | 2 | 6% | 1% | 6% | -1% | 6%[57.1 µM] | -4%
COc1cc(C(=O)N2CCC(NC(=O)C(Cc3ccccc3C)NC(C)=O)CC2)cc(OC)c1OC (stereo not drawn) | 0.6% | -4 | 2 | -16% | 3% | 14% | -4% | -2% | -4%
CN1c2ccsc2C(=O)/C(=C\Nc2cccc(C(F)(F)F)c2)S1(=O)=O | -0.4% | -2 | 0 | -5% | -1% | 3% | 4% | 4%[57.1 µM] | -5%
CC1=NN(c2ccccc2)C(=O)/C1=C/c1cn(C)c2ccccc12 | 2.0% | -9 | -2 | 0% | -1% | -6% | -9% | 5%[11.4 µM] | 2%
COCC(=O)Nc1ccc(C(N)=O)cc1 | -0.1% | -6 | 1 | 8% | 1% | 2% | -1% | 2% | -2%
O=C(NCc1ccc2c(c1)CCN2C(=O)c1ccncc1)c1ccc(Cl)cc1 | 0.8% | 2 | -3 | 5% | -2% | -3% | -9% | 3%[57.1 µM] | -2%
Cc1c(NS(=O)(=O)c2ccc(C(=O)N(C)Cc3cccc(Cl)c3Cl)cc2)c(=O)n(-c2ccccc2)n1C | · | 0 | 12 | -3% | 7% | -7% | -10% | ? | -3%
COc1ccc(S(=O)(=O)N(C)c2ccc(C(=O)NCCC(C)C)cc2)cc1 | -1.5% | 7 | 3 | -3% | 0% | 9% | -21% | -2% | -4%
CCOc1cc(CNCCc2ccccc2)ccc1OCC(=O)NC(C)(C)C | 0.3% | -9 | 4 | -4% | 1% | 3% | -6% | 2% | -2%
CC(=O)Oc1ccc2c(=O)c(Oc3ccccc3[N+](=O)[O-])coc2c1 | 2.0% | -14 | -2 | 1% | -2% | ? | -10% | 1% | -1%
CCC1CCCCN1C(=O)CSc1nc(-c2ccc(OC)cc2)cc(C(F)(F)F)n1 (stereo not drawn) | 1.8% | 3 | -1 | 0% | 4% | -6% | -34% | 6% | -1%
CC(NC(=O)c1c(O)c2ccccc2n(C)c1=O)c1ccccc1 (stereo not drawn) | -2.5% | 1 | -3 | ? | 1% | -4% | -14% | 3% | 3%
Cc1ccc(-n2ncc(C(=O)N3CCC(c4ccccc4)C3)c2C2CCN(C(=O)OC(C)(C)C)CC2)cc1 (stereo not drawn) | -0.2% | 2 | 1 | 3% | 3% | -13% | -16% | -10% | -2%
O=c1cc(O)nc2n1CCCS2 | 1.5% | -4 | 3 | · | 1% | -6% | -6% | -4% | -5%
CCOC(=O)C1=CCC(c2ccc(C#N)cc2)N(S(=O)(=O)c2ccc(C)cc2)C1 (stereo not drawn) | · | -6 | 0 | · | -25% | · | · | · | -1%
Cc1c2cnn(CC(=O)Nc3cccc(C(F)(F)F)c3)c(=O)c2c(C)n1Cc1ccccc1F | 5.1% | -4 | -5 | 13% | -4% | 3% | -24% | -3% | -1%
CC(Oc1cccc(Br)c1)C(=O)NNC(=O)c1ccccn1 (stereo not drawn) | · | -16 | -9 | ? | -2% | -9% | -9% | 0% | 4%
NNC(=O)CCc1ccc(S(=O)(=O)N2CCOCC2)cc1 | 0.1% | -1 | -11 | 1% | 2% | 3% | -19% | 11% | 1%
CC(C)NS(=O)(=O)c1ccc(NC(=O)C(C)OC(=O)CCC(=O)c2cccs2)cc1 (stereo not drawn) | -1.3% | -4 | 0 | -5% | 3% | 7% | -8% | 3% | -2%
COc1cccc(/C(C)=N/N=C(\C)c2cccc(OC)c2)c1 | 1.4% | 0 | -1 | 2% | 2% | 1% | -12% | -1% | 5%
CC(=O)NC(Cc1cccc(C)c1)C(=O)NC1CCN(C(=O)NCc2ccccc2)CC1 (stereo not drawn) | -0.2% | 1 | 1 | 7% | 0% | -4% | -6% | 4% | -1%
CC(C)C(NC(=O)c1ccccc1F)C(=O)NCC(c1ccco1)N1CCCCC1 (stereo not drawn) | · | 0 | 0 | -1% | 0% | 5% | ? | 5% | -3%
O=C(CCn1cccc1)Nc1cccc(F)c1 | -0.1% | -4 | 2 | -2% | 0% | 3% | -15% | 14%[57.1 µM] | -1%
CCN(CC)S(=O)(=O)c1cc(NC(=O)COC(=O)c2ccc(NC(=O)CC#N)cc2)ccc1C | -2.2% | -3 | 3 | -9% | -4% | 1% | -11% | -4% | -3%
Cc1cc(C)cc(OCCNC(=O)CCc2ccccc2)c1 | -0.7% | -4 | -1 | -11% | 0% | 0% | -15% | -7% | -3%
Cc1ccc(C(=O)N/C(=C\c2cn(-c3ccccc3)nc2-c2ccccc2)C(=O)N2CCOCC2)cc1 | 0.0% | -11 | -6 | -5% | 0% | 7% | -2% | 7% | -3%
O=C(O)CC(Cc1ccc(Cl)cc1)C(=O)Nc1ccccc1 (stereo not drawn) | -2.3% | 1 | 0 | -16% | -2% | 0% | -17% | 10% | -3%
C/C(=N\Nc1ccc(S(N)(=O)=O)cc1[N+](=O)[O-])c1cccnc1 | -1.0% | -14 | 2 | 15% | 0% | 6% | -18% | 3%[57.1 µM] | 3%
COc1ccc(C=NNC(=O)c2ccccc2OCc2ccc(F)cc2)c(OC)c1 | · | 2 | 1 | 0% | 0% | 4% | -19% | 11% | 3%
CN1/C(=C\C=C2/SC(=S)NC2=O)C(C)(C)c2ccccc21 | 0.6% | -2 | -9 | ? | 7.9µM* | -5% | 25µM* | -6% | -3%
O=C(Nc1ncccc1O)c1cccc(S(=O)(=O)N2CCN(c3ccc(F)cc3)CC2)c1 | -0.1% | 3 | -2 | 2% | -6% | 0% | -16% | -9% | -1%
COc1ccc(NC(=S)N(CCCN2CCCC2)Cc2cccn2Cc2ccc(Cl)cc2)cc1Cl | 3.6% | 0 | 2 | 10% | -23% | -1% | -24% | 1% | -3%
Cc1ccc(S(=O)(=O)CC(O)COc2ccc(C#N)cc2)cc1 (stereo not drawn) | 0.4% | -9 | -3 | 2% | 0% | 0% | -15% | 12%[57.1 µM] | -5%
N#Cc1nc(-c2ccc(Cl)cc2)oc1NCc1cccc2c1OCO2 | 6.5% | 5 | 0 | -1% | 0% | 10% | 0% | 13% | 1%
Cc1nc2scc(C)n2c(=O)c1S(=O)(=O)Nc1cccc(O)c1 | 14% | 7 | 0 | 3% | -1% | 0% | -25% | -3% | -4%
COc1cccc(NC(=O)NC2(C(=O)N3CCN(C)CC3)CCCCC2)c1 | 2.9% | -9 | 0 | 2% | -2% | -5% | -15% | 7% | -4%
O=C(COc1cccc(Br)c1)N/N=C1\CCSC1 | 5.1% | -4 | 0 | -7% | 3% | -3% | -7% | 0%[57.1 µM] | ?
COc1cc(NC(=O)COc2cccc(C)c2C)ccc1NC(=O)c1ccco1 | 4.8% | -4 | 4 | -10% | -7% | -1% | -11% | 96% | -4%
CSc1cccc(NC(=O)CN(C)S(=O)(=O)c2ccc(F)cc2)c1 | 1.1% | 2 | -2 | 0% | -3% | 6% | -6% | 2%[57.1 µM] | -2%
CCCCSCCCNC(=O)c1ccc(CS(=O)(=O)c2ccccc2OC)o1 | 0.7% | -1 | 4 | -12% | 3% | 8% | -16% | -18% | -7%
CCn1c(CC(=O)Nc2ccccc2)nnc1SCC(=O)NC1=NCCS1 | 1.7% | 0 | -3 | 6% | 1% | 12% | -16% | -13%[57.1 µM] | 11%
CCn1cc2nc(SCc3cccc(C(F)(F)F)c3)n(Cc3ccc(Cl)cc3)c(=O)c2n1 | -0.3% | 3 | 1 | 6% | 3% | 5% | -24% | 3%[57.1 µM] | -1%
CC(C)(C)c1cnnn1-c1cccc([N+](=O)[O-])c1 | -0.9% | -3 | 1 | 6% | -4% | -3% | -23% | 0%[57.1 µM] | -3%
Nc1ccccc1C(=O)NCc1ccc(Cl)cc1 | 1.7% | -8 | 6 | 2% | 1% | 0% | -6% | 111%[activator] | -1%
Cc1ccccc1CSc1cn(CC(=O)N2CCCC2)c2ccccc12 | 3.9% | 11 | -5 | -15% | -6% | 22% | -19% | -2% | -1%
Cc1ccc(-c2csc(NC(=O)CN3C(=O)CCC3=O)n2)cc1 | 3.6% | -7 | -2 | 2% | 0% | 1% | -19% | 6% | -4%
Cc1ccc2cc(CCNS(=O)(=O)c3ccc(Cl)cc3)c(=O)[nH]c2c1C | -0.5% | -10 | -2 | -13% | 1% | 0% | -12% | -2%[57.1 µM] | 0%

Screening results as filed in PubChem.
